Compound activity (PubChem BioAssay)
Nrf2 inh: Nrf2 pathway inhibition; A549 ARE-Fluc reporter, luciferase luminescence, 18-24 h; Potency, µM (top dose mostly 46 µM), without a hit: top-dose activity change, negative = inhibition, actives largely listed as inhibitors; hit rate 2.1% among 360,000; also: potency is read from the fitted curve at half-maximal effect; % is scaled to controls: 0 for no effect and ±100 for the full control effect; nearly all actives have a fitted effect of over 60% in size
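A549 ARE_Fluc cells (5000/well, 5% FBS OPTI-MEM) pre-incubated 2 h, then treated with compounds 18-24 h at 37C/5% CO2 in concentration-response. CellTiter-Fluor viability read first; BugLite luciferase luminescence after 15 min at room temperature gives Nrf2 activity.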
TGFb inhibitor: TGF-b pathway inhibition; HepG2 CAGA-GFP TGF-b/SMAD3 reporter, GFP fluorescence, 18 h; TGF-beta stimulated, 500 pg/mL final; Potency, µM (doses to about 46.1 µM), inactives show at the highest dose activity, negative = inhibition, usual class: inhibitors; hit rate 1.2% among 410,000; also: potency is read from the fitted curve at half-maximal effect; % is scaled to controls: 0 for no effect and ±100 for the full control effect; nearly all actives have a fitted effect of over 65% in size
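Using HEPG2 CAGA-GFP reporter cells at 1000 cells/well, we pinned test compounds, stimulated with recombinant TGF-beta (500 pg/mL final) and measured total well GFP after 18 h.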
HepG2 tox: kills HepG2 cells in TGF-b inhibitor counter-screen; Potency, µM (top dose mostly 46.1 µM), for inactives: at the highest dose activity change, negative = cytotoxicity, actives largely listed as cytotoxic; hit rate 0.76% among 410,000; HepG2 CAGA-GFP viability, ATP luminescence, 18 h; also: potency is read from the fitted curve at half-maximal effect; some results filed as inactive show a strong effect at the top dose
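CellTiter-Glo luminescence gave cytotoxicity after 18 hours at 37 degrees C. The cells were HepG2 CAGA-GFP in 1% FBS DMEM, stimulated with 500 pg/mL TGF-beta after compound addition. %Activity was normalised to no-cell wells (complete cell-killing) and DMSO (no toxicity), and curves were fitted and classified.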
A549 viability: A549 cytotoxicity, counter-screen for Nrf2 inhibitors. A549 ARE-Fluc cells, CellTiter-Fluor viability, 18-24 h. hit rate 0.16% among 390,000. Potency, µM (top dose mostly 46 µM), inactives show top-dose activity change, negative = cytotoxicity, most hits filed as inhibitors. AID 504648; also: potency is read from the fitted curve at half-maximal effect; % is scaled to controls: 0 for no effect and ±100 for the full control effect
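A549 ARE_Fluc cells in 5% FBS OPTI-MEM were exposed to compounds in concentration-response for 18-24 h at 37 deg C. Viability was read by CellTiter-Fluor fluorescence (Ex 405/Em 525) after 30 min, before the luciferase read.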
Nrf2 ARE act: activators of Nrf2 (ARE) signaling. hit rate 0.31% among 410,000. Potency, µM (series often up to 46.1 µM), for the others: top-dose activation, actives largely listed as activators. AREc32 ARE-luciferase reporter (MCF7-derived line), luminescence, 24 h; also: potency is read from the fitted curve at half-maximal effect; % of control where 0% means no effect; nearly all actives have a fitted effect of over 65% in size
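For detection, Steady-Glo was added and plates sat 30 min at RT; before that, AREc32_Fluc cells grown overnight in OPTI-MEM/5% FBS had been treated with 23 nL compound for 24 hr at 37 deg C.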
pAkt inh: inhibitors of Akt phosphorylation. activity change, % for hits at 50 µM. AID 651550. Neuro2A IGF-stimulated pAkt S473 HTRF, 20 min; stronger effect = lower value. hit rate 0.32% among 360,000; in the data active = activity change below about -80%; inconclusive = mostly about -51% to -80%; also: % is scaled to controls: 0 for no effect and ±100 for the full control effect
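Neuro2A cells in DMEM with 0.5% FBS, overnight at 37 deg C, given compound at single 50 µM final, then IGF (6 nM final) for 20 min at 37 deg C. Lysed; phospho-Akt Ser473 by HTRF after 24 h, 665/615 ratio.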
Abeta yeast res: restores growth of yeast expressing A-beta42 peptide | yeast expressing A-beta42, growth rescue, OD600, 48 h; response scale: 0% DMSO, 100% iron-clioquinol control | Potency, µM (series often up to 46.1 µM), inactives show top-dose growth rescue, hits mostly activators | hit rate 0.063% among 410,000; also: potency is read from the fitted curve at half-maximal effect; nearly all actives have a fitted effect of over 55% in size
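Yeast A-beta toxicity model in growth medium with pinned compounds, 48 h at 30 C; growth read as absorbance at 600 nm. Normalized to FeCl3/clioquinol equimolar mix (positive) and DMSO (negative).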
Mm-Cpn inhibitor: inhibitors of Methanococcus maripaludis chaperonin (MmCpn); hit rate 0.031% among 330,000; purified Mm-Cpn ATPase, ADP Transcreener TR-FRET; AID 504842; Potency, µM (highest dose often 76.9 µM), for inactives: top-dose activity, negative = inhibition, usual class: inhibitors; also: potency is read from the fitted curve at half-maximal effect; % is scaled to controls: 0 for no effect and ±100 for the full control effect; nearly all actives have a fitted effect of over 80% in size
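Measured: ADP formation by purified Mm-CPN. Conditions: 25 nM protein, 10 uM ATP, Tris pH 7.4 with Mg2+, K+ and DTT, 37°C for 30 min. Detection: Transcreener HTRF after 30 min at room temperature.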
CCT chaperon mod: modulators of cytosolic chaperonin (CCT/TRiC) activity. activity change, % (no concentration beside the values), hits read low. purified chaperonin ATPase assay, HTRF ADP detection, 30 min. hit rate 0.3% among 360,000. AID 651819; in the data active = activity change below about -30%; also: % is scaled to controls: 0 for no effect and ±100 for the full control effect
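Enzyme 40 or 20 nM (batch-dependent) in Tris pH 7.4/KCl/MgCl2/DTT; cpd 76 uM single point; ATP 10 uM; 30 min 37 °C; Transcreener ADP HTRF detection, 30 min RT; ratio 665/615.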
Active calls of the source: *; i = inactive; ? = inconclusive; . = no result given; & = joins results of further samples; [ ] = dose if it differs, or a comment. Unless noted, calls follow the shape of the dose curve; as a rule, active = well fitted curve in the direction sought with a large enough effect; inconclusive = small, poorly fitted or top-dose-only effect, or another doubt; inactive = no such curve, though single readings can be large; an effect the other way counts as inactive or inconclusive.

SMILES	Nrf2 inh	TGFb inhibitor	HepG2 tox	A549 viability	Nrf2 ARE act	pAkt inh	Abeta yeast res	Mm-Cpn inhibitor	CCT chaperon mod
CCOc1ccc(-n2c(N)c(-c3nc4ccccc4[nH]3)sc2=S)cc1	-16%	4%	-28%	-11%	3.0%	i	7%	1%	-2.6
CCCN(C(=O)C(=O)Nc1ccc2nc3n(c(=O)c2c1)CCCCC3)c1ccc(OCC)cc1	-4%&-6%	-19%&-25%	8%&-4%	-4%&0%	-0.8%&0.8%	i	25%&1%	3%	-1.3
CC1CN/C(=C\C(=O)c2ccc(Br)cc2)C(=O)N1 (stereo not drawn)	?	-7%	-6%	-21%	-1.7%	i	8%	0%	-1.9
COc1ccc(C(=O)CC(=O)C(=O)Nc2cc(Cl)c(OC)cc2OC)cc1	3%	0%	-3%	-10%	5.7%	i	6%	1%	0.1
C=CCN(CC=C)CCOc1cc(C)ccc1[N+](=O)[O-]	?	-7%	2%	-18%	3.2%	i	-21%	-2%	0.4
CCC(C)[C@H](NC(=O)N1CC(=O)Nc2ccccc21)C(=O)Nc1ccccc1C (stereo partly drawn)	-7%	-9%	-2%	-11%	-0.9%	.	11%	1%	-1.2
O=C1CCc2ccc(NC(=O)C3CC3)cc2N1	-27%	14%	0%	6%	0.7%	i	0%	0%	-2.5
N#Cc1ccc2[nH]c(CO)c(-c3ccccc3)c2c1	6%	?	-23%	0%	5.9%	i	5%	3%	0.4
Cc1ccccc1NC(=O)CCn1nc(-c2ccc(Cl)cc2)c2ccccc2c1=O	-6%	?	-21%	5%	2.6%	.	-2%	.	.
O=C(Nc1ncccc1O)c1ccc(NS(=O)(=O)c2ccc3[nH]c(=O)[nH]c3c2)cc1	16%	-9%	-16%	8%	?	i	-7%	-1%	-4.3
CCOC(=O)N1CCN(S(=O)(=O)c2c(C)nc3sccn3c2=O)CC1	9%	-2%	10%	-4%	0.2%	.	-10%	?	-1.9
CCSC(=S)c1c(C)[nH]n(-c2ccccc2)c1=O	?	?	-75%	?	2.6%	i	-24%	-2%	0.8
Cc1cccc(NS(=O)(=O)c2cnc(Cl)c(Br)c2)n1	-6%	-4%	0%	0%	-0.4%	i	-10%	-2%	-2.9
CCN(CC)C(=O)C1CCCN(Cc2cccc(F)c2)C1 (stereo not drawn)	11%	0%	5%	26%	0.0%	i	17%	-1%	-1.2
COc1ccc(S(=O)(=O)CCc2nnc(NC(C)=O)s2)cc1	?	5%	1%	0%	?	i	6%	-9%	2.5
CCSc1nnc(NC(=O)NC(CC)(C(F)(F)F)C(F)(F)F)s1	?	13µM*	-86%	?	1.7%	.	22%	1%	-4.6
CC(=O)CSc1ccc(S(=O)(=O)N2CCN(C)CC2)cn1	5%	8%	2%	0%	-0.1%	i	-1%	2%	1.1
Cc1cc(=O)oc2c1c(C)nn2-c1ccc(Br)cc1	4%	-14%	-5%	14%	1.4%	i	-15%	-5%	-1.8
CC(C)C(=O)NC1CC(=O)N(c2ccc3c(c2)OCCO3)C1 (stereo not drawn)	.	13%	10%	8%	-0.1%	.	-12%	.	.
CCc1ccc(OCC(=O)OCC(=O)NC2CCCC(C)C2C)cc1 (stereo not drawn)	1%	?	-5%	0%	0.2%	i	7%	1%	-1.8
Cc1cc(=O)oc2cc(OCC(=O)N3CCN(c4ccccc4)CC3)ccc12	-29%	0%	-11%	-1%	-0.6%	i	-8%	1%	0.6
O=C1CC(c2ccccc2)=NN1c1ccccc1	?	?	-27%	?	7.5%	i	-2%	.	-0.9
COc1ccc(CN2CCN(c3cc(C)nc4c5c(C)cc(C)nc5nn34)CC2)cc1F	14%	0%	-1%	13%	0.2%	i	1%	-3%	0.4
Cn1cc(CNC(=O)C2c3ccccc3Oc3ccccc32)cn1	7%	-5%	5%	3%	0.4%	i	14%	-1%	-2.6
Cc1cc(N)n(-c2ccc(Cl)cc2)n1	1%	?	-22%	-3%	0.2%	i	8%	?	-1.0
O=[N+]([O-])c1ccccc1O[C@@H]1O[C@H](CO)[C@H](O)[C@H](O)[C@H]1O	-7%	0%	-172%	-7%	-0.6%	i	-20%	2%	0.7
COC(=O)c1ccccc1S(=O)(=O)NNC(=O)c1nn(C)c(=O)c2ccccc12	-26%	20%	0%	-3%	-0.5%	i	2%	1%	1.8
CCOC(=O)c1c(CSc2ccccc2)n(C)c2ccc(O)c(CN3CCOCC3)c12	4%	-2%	-22%	-2%	0.1%	i	-5%	0%	-0.9
CC(=O)NCCc1ccc(C(=O)COC(=O)c2cccs2)cc1	.	-2%	-4%	.	6.9%	i	-3%	.	0.8
CC(C)OC(=O)c1c(NC(=O)c2cccc(C(F)(F)F)c2)sc2c1CCCC2	1%	?	5%	-2%	1.0%	.	-12%	.	.

A different layout for 15 compounds above:
| compound | Nrf2 inh | TGFb inhibitor | HepG2 tox | A549 viability | Nrf2 ARE act | pAkt inh | Abeta yeast res | Mm-Cpn inhibitor | CCT chaperon mod |
| --- | --- | --- | --- | --- | --- | --- | --- | --- | --- |
| CCC(C)[C@H](NC(=O)N1CC(=O)Nc2ccccc21)C(=O)Nc1ccccc1C (stereo partly drawn) | -7% | -9% | -2% | -11% | -0.9% | . | 11% | 1% | -1.2 |
| O=C1CCc2ccc(NC(=O)C3CC3)cc2N1 | -27% | 14% | 0% | 6% | 0.7% | i | 0% | 0% | -2.5 |
| N#Cc1ccc2[nH]c(CO)c(-c3ccccc3)c2c1 | 6% | ? | -23% | 0% | 5.9% | i | 5% | 3% | 0.4 |
| Cc1ccccc1NC(=O)CCn1nc(-c2ccc(Cl)cc2)c2ccccc2c1=O | -6% | ? | -21% | 5% | 2.6% | . | -2% | . | . |
| O=C(Nc1ncccc1O)c1ccc(NS(=O)(=O)c2ccc3[nH]c(=O)[nH]c3c2)cc1 | 16% | -9% | -16% | 8% | ? | i | -7% | -1% | -4.3 |
| CCOC(=O)N1CCN(S(=O)(=O)c2c(C)nc3sccn3c2=O)CC1 | 9% | -2% | 10% | -4% | 0.2% | . | -10% | ? | -1.9 |
| CCSC(=S)c1c(C)[nH]n(-c2ccccc2)c1=O | ? | ? | -75% | ? | 2.6% | i | -24% | -2% | 0.8 |
| Cc1cccc(NS(=O)(=O)c2cnc(Cl)c(Br)c2)n1 | -6% | -4% | 0% | 0% | -0.4% | i | -10% | -2% | -2.9 |
| CCN(CC)C(=O)C1CCCN(Cc2cccc(F)c2)C1 (stereo not drawn) | 11% | 0% | 5% | 26% | 0.0% | i | 17% | -1% | -1.2 |
| COc1ccc(S(=O)(=O)CCc2nnc(NC(C)=O)s2)cc1 | ? | 5% | 1% | 0% | ? | i | 6% | -9% | 2.5 |
| CCSc1nnc(NC(=O)NC(CC)(C(F)(F)F)C(F)(F)F)s1 | ? | 13µM* | -86% | ? | 1.7% | . | 22% | 1% | -4.6 |
| CC(=O)CSc1ccc(S(=O)(=O)N2CCN(C)CC2)cn1 | 5% | 8% | 2% | 0% | -0.1% | i | -1% | 2% | 1.1 |
| Cc1cc(=O)oc2c1c(C)nn2-c1ccc(Br)cc1 | 4% | -14% | -5% | 14% | 1.4% | i | -15% | -5% | -1.8 |
| CC(C)C(=O)NC1CC(=O)N(c2ccc3c(c2)OCCO3)C1 (stereo not drawn) | . | 13% | 10% | 8% | -0.1% | . | -12% | . | . |
| CCc1ccc(OCC(=O)OCC(=O)NC2CCCC(C)C2C)cc1 (stereo not drawn) | 1% | ? | -5% | 0% | 0.2% | i | 7% | 1% | -1.8 |

Next part.
SMILES	Nrf2 inh	TGFb inhibitor	HepG2 tox	A549 viability	Nrf2 ARE act	pAkt inh	Abeta yeast res	Mm-Cpn inhibitor	CCT chaperon mod
O=C(c1cccc(S(=O)(=O)N2CCN(c3ccc(F)cc3)CC2)c1)N1CCCCCCC1	?	?	-20%	0%	-0.2%	i	-68%[inhibitor]	-6%	3.9
CCOC(=O)N1CCN(C(=O)c2oc3ccc(S(=O)(=O)N4CCCCC4)cc3c2C)CC1	?	1%	-23%	3%	-0.5%	i	18%	-1%	-0.8
COc1ccc(NC(C)=O)cc1S(=O)(=O)NC(Cc1ccccc1)C(=O)NC(C)c1ccccn1 (stereo not drawn)	10%	?	-1%	-1%	-0.1%	i	-2%	.	-1.5
O=C(CN1C(=O)c2ccccc2S1(=O)=O)Nc1ccccn1	0%	1%	7%	1%	-0.8%	i	-1%	1%	-0.5
O=C(c1ccc2c(c1)N(Cc1ccccc1F)C(=O)c1ccccc1S2)N1CCOCC1	6%	?	-16%	10%	-1.1%	i	11%	1%	0.4
CN(C)CCn1c2c(c(SCC(=O)Nc3cccc4ccccc34)nc1=O)CCC2	-4%	-4%	-12%	2%	0.4%	i	-11%	-2%	0.1
COc1ccc(C2CC(c3cc(Br)ccc3F)n3nnnc3N2)cc1 (stereo not drawn)	-22%	1%	-29%	-3%	3.9%	i	0%	1%	0.2
CCNC(=O)CSc1nnc(-c2cccc(S(=O)(=O)N(CC)CC)c2)n1CCc1ccccc1	.	?	-6%	0%	-0.7%	.	4%	-14%	-3.8
